Screens deposited in PubChem BioAssay by several laboratories.
ARFGAP1 inh – rat ARFGAP1 inhibition | Q62848 | Arfgap1-stimulated ARF1 GTP hydrolysis, GDP FP detection | inhibition, % at 16.5 µM | 360,000 compounds, 0.26% hits | AID 651572;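 active = inhibition above a per-plate limit, mean inhibition of low control wells plus 3 SD, cut at about 25% in these data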;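 also: 0% = DMSO wells with enzyme and 100% = wells lacking Arfgap1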
Target sequence (Q62848 1-136 limits assumed): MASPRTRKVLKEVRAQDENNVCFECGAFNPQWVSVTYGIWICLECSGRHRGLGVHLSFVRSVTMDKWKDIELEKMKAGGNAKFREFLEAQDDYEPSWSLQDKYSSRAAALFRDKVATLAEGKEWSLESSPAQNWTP
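Material: rat Arfgap1 GAP domain (His6, aa 1-136), purified enzyme. Also added: human ARF1(Δ1-17)-GTP substrate. Compound dosing: 16.5 µM single point, 1.26% DMSO. Timing: enzyme reaction 120 min at 25 °C after 20 min preincubation. Signal: GDP detection by fluorescence polarization. Read-out basis: percent inhibition of GAP-stimulated GDP formation, scaled between DMSO and no-Arfgap1 medians.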
Rev-erbA mod – Rev-erb alpha (human) modulation; Rev-erbα–FITC-DNA binding, fluorescence polarization, 90 min; activity, % at 10 µM; 370,000 compounds, 0.79% hits; AID 1259318;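 active = activity above about 14%, limit read from the data; passing the limit was not always enough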;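 also: 0% = DMSO wells with 35 nM protein and 100% = DMSO wells with 750 nM protein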
NPR1 activator – GC-A (human) enzyme activation; P16066; HEK293 GC-A cells, cGMP TR-FRET, EC30 ANP; 0% at EC30 ANP, 100% saturating ANP; activation, % at 10 µM; 370,000 compounds, 0.14% hits; AID 1671463; in the data active = activation above about 40%
rCAG binder – molecules binding r(CAG) RNA repeats; AID 651821; 370,000 compounds, 1.3% hits; inhibition, % at 3 µM; r(CAG) RNA repeat, TO-PRO-1 dye displacement fluorescence;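 active = inhibition above the plate cutoff, the mean of all test compounds on that plate plus 3 SD, cut at about 35% in these data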;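 also: 0% = DMSO alone and 100% = 100 µM mitoxantrone as full dye displacement; higher means more dye released from RNA so lower well fluorescence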
PG9 Ab binder – binds the HIV-1 gp120 antibody PG9. AID 624416. inhibition, % at 6.7 µM. 360,000 compounds, 0.43% hits. TR-FRET gp120-PG9 antibody binding; in the data active = inhibition above about 8.5%
NPR2 activator – GC-B (human) receptor activation. 370,000 compounds, 0.11% hits. P20594. activation, % at 10 µM. HEK293-GC-B cells, CNP EC30, cGMP TR-FRET; 0% at EC30 CNP, 100% saturating CNP;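 active = activation at 10 µM reaching about 35% in either raw or pattern-adjusted values, limit read from the data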
mABHD4 FP – inhibits mouse alpha/beta hydrolase domain 4; Q8VD66; purified mABHD4, FP-Rh probe fluorescence polarization; inhibition, % at 8.92 µM; 370,000 compounds, 0.54% hits; AID 720543;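 active = inhibition exceeding the mean over every tested compound plus 3 SD, cut at about 30% in these data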;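 also: 0% = plate median of compound wells and 100% = S159A mutant with DMSO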
Target sequence (Q8VD66 whole entry, looked up, the tested form may be a part): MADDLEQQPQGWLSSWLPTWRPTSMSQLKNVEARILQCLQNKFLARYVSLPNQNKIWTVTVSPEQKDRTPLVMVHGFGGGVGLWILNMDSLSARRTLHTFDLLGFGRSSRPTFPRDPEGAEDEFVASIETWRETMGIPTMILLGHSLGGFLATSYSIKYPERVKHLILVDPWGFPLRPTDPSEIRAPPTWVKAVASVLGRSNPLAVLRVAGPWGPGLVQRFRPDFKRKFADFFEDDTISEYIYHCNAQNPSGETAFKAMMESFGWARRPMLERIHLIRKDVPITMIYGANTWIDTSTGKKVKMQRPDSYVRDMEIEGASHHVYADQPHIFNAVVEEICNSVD
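Assay system: mABHD4 protein; medium: HEPES pH 7.0, NaCl, Pluronic buffer; dosing: 8.92 µM, single dose; schedule: 45 min + 60 min at 25 °C; signal: FP readout, ex 525 nm / em 598 nm; read-out: normalized percent inhibition of probe labeling; repeats: single replicate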
ASAP1 inh – ASAP1 ArfGAP inhibition; Q9ULH1; ASAP1-stimulated ARF1 GTP hydrolysis, GDP FP detection; inhibition, % at 16.5 µM; 360,000 compounds, 0.19% hits; AID 624377; in the data active = inhibition above about 25%;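 also: 0% = vehicle with enzyme and substrate and 100% = no enzyme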
Target sequence (Q9ULH1 325-724 limits assumed): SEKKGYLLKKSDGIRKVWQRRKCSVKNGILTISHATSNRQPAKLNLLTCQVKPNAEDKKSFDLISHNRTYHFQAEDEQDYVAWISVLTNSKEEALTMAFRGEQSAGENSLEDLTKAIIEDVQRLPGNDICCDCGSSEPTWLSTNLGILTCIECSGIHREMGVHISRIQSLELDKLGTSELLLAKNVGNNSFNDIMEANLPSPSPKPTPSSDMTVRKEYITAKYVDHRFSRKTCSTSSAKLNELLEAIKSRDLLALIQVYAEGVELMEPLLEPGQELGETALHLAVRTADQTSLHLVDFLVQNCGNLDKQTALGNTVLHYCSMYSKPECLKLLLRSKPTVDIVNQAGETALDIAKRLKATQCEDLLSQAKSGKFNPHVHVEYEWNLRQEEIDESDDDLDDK
SMARCA2 activ – increases SMARCA2 function in MMTV reporter cells | MG213 cells, MMTV-luciferase reporter, dexamethasone, overnight | activation, % at 9.1 µM | 370,000 compounds, 1% hits | AID 652017; in the data active = activation above about 7.8%;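 also: 0% = vehicle wells and 100% = reference activator wells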
HTRA1 inh – HTRA1 (human) protease inhibition. recombinant HTRA1, FP-rhodamine activity-based probe, fluorescence polarization. AID 504803. Q92743. inhibition, % at 5.96 µM. 340,000 compounds, 0.5% hits; in the data active = inhibition above about 36%;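 also: 0% = enzyme with DMSO and 100% = wells lacking enzyme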
* hit, by the source's call; . = not tested or not shown.

SMILES	ARFGAP1 inh	Rev-erbA mod	NPR1 activator	rCAG binder	PG9 Ab binder	NPR2 activator	mABHD4 FP	ASAP1 inh	SMARCA2 activ	HTRA1 inh
CCOC(=O)c1cccc(S(=O)(=O)N(CCO)Cc2cc3cc(OC)c(OC)cc3[nH]c2=O)c1	6	0	2	-1	0.4	-2	5	11	-3	-3
Cc1ccc(C2=NS(=O)(=O)N(C)C(C(=O)N(C)C3CCCCC3)=C2)cc1	-7	-4	10	1	1.3	3	0	14	-4	-4
Cc1ccc(SCCC(=O)NC(C(C)C)C(C)C)cc1	-3	-1	-1	-3	-2.1	2	-8	-1	-1	-12
CCN(c1cccc(C)c1)C(C(=O)Nc1ccc(OC)cc1)c1cc2c(cc1[N+](=O)[O-])OCO2 (centres undefined)	10	-1	-1	6	-0.8	5	-2	3	1	-20
COCCNC(=O)COC(=O)c1nsc(Cl)c1Cl	-3	-3	3	0	1.6	-7	-4	-5	-3	4
Cc1ccc(C(=O)Nc2ccccc2SCC2CSc3nc4ccccc4c(=O)n32)cc1 (centres undefined)	1	3	-2	-4	0.2	-2	-1	-5	-1	1
C=CCN1[C@H](C)COc2cccc(N3CCSCC3)c2S1(=O)=O	.	4	-1	-1	.	-6	-2	.	-2	.
CC1CCCCC1NC(=O)CSc1nnc(-c2ccco2)n1N (centres undefined)	8	-1	8	2	0.4	-1	6	1	-1	1
CCOc1ccc(S(=O)(=O)N2CCC(C(=O)N3CCOCC3)CC2)cc1C	3	1	-1	0	0.7	-7	0	1	-2	-4
CCCS(=O)(=O)N1CCC(C(=O)Oc2ccc(OC)cc2)CC1	-4	-3	5	-6	-0.9	-1	6	2	-2	-1
Cc1ccc(S(=O)(=O)NCc2ccccc2)cc1C(=O)N1CCN(S(=O)(=O)c2ccccc2)CC1	1	7	2	-1	-0.2	3	-2	2	-1	-4
CSc1ccccc1NC(=O)CN(C)C(=O)c1ccc2c(c1)OCCO2	5	-2	-1	-4	-0.1	9	0	10	-2	7
O=C(COc1ccccc1)N1CCN(S(=O)(=O)Cc2ccccc2)CC1	5	-2	-1	-5	-1.0	-5	-1	-1	-4	3
COC(=O)C1C(=O)c2c([nH]c(C(=O)OCCSC)c2C)CC1C (centres undefined)	-7	3	0	-2	-2.3	1	5	18	15*	-6
Cc1ccc(NC(=O)/C(C#N)=C/c2ccc(C)s2)c(C)c1	-15	6	0	-1	0.6	2	3	-1	-1	1
Cc1c(NC(=O)c2ccc(Cl)nc2)cccc1-c1nc2cccnc2s1	15	-4	6	1	-2.1	6	0	-8	-1	-5
Cc1cc(C)cc(-n2nnc(C(=O)NCc3ccco3)c2N)c1	14	-6	-14	-3	2.3	-2	2	-9	3	-3
O=C(COC(=O)CCNS(=O)(=O)c1ccccc1)NNC(=O)c1ccccc1	5	-2	2	-1	0.8	2	2	-16	-2	-3
CCN(CC)S(=O)(=O)c1ccc(NC(=O)COc2cccc(-n3cnnn3)c2)cc1	1	-6	-1	14	-2.3	-2	-11	-13	-1	-5
CCN(CC)CCNC(=O)c1cn(C)c2ccc(S(=O)(=O)N(C)C3CCCCC3)cc2c1=O	-7	5	1	-1	1.6	3	5	1	0	2
O=[N+]([O-])c1ccc(C=NNC(=S)NN=Cc2ccc([N+](=O)[O-])cc2)cc1	25*	-24	1	11	1.9	-13	3	74*	3	15
CCC(Sc1ccc2nnc(-c3ccc(F)cc3)n2n1)C(=O)OC (centres undefined)	-10	1	2	-2	-1.2	5	-4	7	-1	-6
COc1cccc(-c2nnc(-c3ccc(C(F)(F)F)cc3)o2)c1	20	1	0	7	1.1	-1	3	-1	1	-2
CCOC(=O)C1=CCN(S(=O)(=O)c2ccc(C)cc2)C1c1ccc(C(C)C)cc1 (centres undefined)	5	6	-6	4	0.8	-2	-1	-13	-3	.
COC(=O)[C@]12CCCCC=C1N(Cc1cccc3ccccc13)C(=O)[C@H](CC(=O)NCc1cccs1)C2	-1	16*	-4	5	0.4	-2	-14	4	-4	.
COc1ccc(C(C(=O)NCc2ccccc2)n2c(-c3ccccn3)nc3ccccc32)cc1 (centres undefined)	2	8	-13	4	0.2	-21	-10	-4	2	.
COCCNC(=S)N/N=C(\C)c1ccc(O)cc1	-10	2	-5	-2	-1.1	-4	-7	9	-2	1
CCc1nnc(NC(=O)CSc2nnc(CNc3ccc(C)cc3)n2C)s1	3	-2	0	-3	-0.4	2	-3	-10	-2	1
Cc1ccc(COc2ccc3c(c2)OCO3)cc1	-10	0	1	1	-2.5	4	2	-17	7	-7
Clc1cccc(-c2ccc(CNCCCN3CCOCC3)o2)c1	-2	2	1	-1	-1.8	-6	-3	-5	-4	5

Arranged by molar mass (low to high): 12 of the compounds above
SMILES	ARFGAP1 inh	Rev-erbA mod	NPR1 activator	rCAG binder	PG9 Ab binder	NPR2 activator	mABHD4 FP	ASAP1 inh	SMARCA2 activ	HTRA1 inh
Cc1ccc(COc2ccc3c(c2)OCO3)cc1	-10	0	1	1	-2.5	4	2	-17	7	-7
COCCNC(=S)N/N=C(\C)c1ccc(O)cc1	-10	2	-5	-2	-1.1	-4	-7	9	-2	1
COc1cccc(-c2nnc(-c3ccc(C(F)(F)F)cc3)o2)c1	20	1	0	7	1.1	-1	3	-1	1	-2
Clc1cccc(-c2ccc(CNCCCN3CCOCC3)o2)c1	-2	2	1	-1	-1.8	-6	-3	-5	-4	5
CCC(Sc1ccc2nnc(-c3ccc(F)cc3)n2n1)C(=O)OC (centres undefined)	-10	1	2	-2	-1.2	5	-4	7	-1	-6
O=[N+]([O-])c1ccc(C=NNC(=S)NN=Cc2ccc([N+](=O)[O-])cc2)cc1	25*	-24	1	11	1.9	-13	3	74*	3	15
Cc1c(NC(=O)c2ccc(Cl)nc2)cccc1-c1nc2cccnc2s1	15	-4	6	1	-2.1	6	0	-8	-1	-5
CCc1nnc(NC(=O)CSc2nnc(CNc3ccc(C)cc3)n2C)s1	3	-2	0	-3	-0.4	2	-3	-10	-2	1
O=C(COC(=O)CCNS(=O)(=O)c1ccccc1)NNC(=O)c1ccccc1	5	-2	2	-1	0.8	2	2	-16	-2	-3
CCOC(=O)C1=CCN(S(=O)(=O)c2ccc(C)cc2)C1c1ccc(C(C)C)cc1 (centres undefined)	5	6	-6	4	0.8	-2	-1	-13	-3	.
COc1ccc(C(C(=O)NCc2ccccc2)n2c(-c3ccccn3)nc3ccccc32)cc1 (centres undefined)	2	8	-13	4	0.2	-21	-10	-4	2	.
COC(=O)[C@]12CCCCC=C1N(Cc1cccc3ccccc13)C(=O)[C@H](CC(=O)NCc1cccs1)C2	-1	16*	-4	5	0.4	-2	-14	4	-4	.

Continuation.
SMILES	ARFGAP1 inh	Rev-erbA mod	NPR1 activator	rCAG binder	PG9 Ab binder	NPR2 activator	mABHD4 FP	ASAP1 inh	SMARCA2 activ	HTRA1 inh
Cc1nnc(SCC(=O)N2CCCCC2)s1	1	-2	3	3	-1.3	2	0	7	6	-4
O=C(CCC1CCCN(Cc2cccc3c2OCO3)C1)NCc1ccc(F)c(F)c1 (centres undefined)	5	5	-2	-4	-0.5	0	-1	-4	-3	6
COc1cccc([C@@H]2CC=C(C(=O)O)[C@H](c3ccccc3F)N2S(=O)(=O)c2ccc(C)cc2)c1	1	4	1	41*	-1.3	-1	14	8	0	-13
COc1ccc(Cn2ccnc2SCC(=O)Nc2ccc(F)cc2F)cc1	-4	-11	4	-2	-0.3	-2	-3	-9	-2	-6
O=C(COC(=O)C1CC1)Nc1ccc(Cl)cc1Cl	-6	-2	-2	1	1.0	7	1	-10	3	3
O=c1c2ccccc2nc(SCc2ccc([N+](=O)[O-])cc2)n1CCCO	5	1	1	-1	-2.3	-1	6	-4	-1	-15
O=C(c1cccnc1)N1c2ccccc2Sc2ccccc21	10	-4	-15	-6	-1.1	-9	6	-2	-4	.
Cc1ccc(S(=O)(=O)N(C)C)cc1NC(=O)COC(=O)C1COc2ccccc2O1 (centres undefined)	14	0	0	-1	-0.6	-4	-2	7	-1	3
O=C(N/N=C/c1cccc(Br)c1)c1ccc(N2CCCC2=O)cc1	15	2	1	-3	-1.2	-1	-5	-7	-1	0
Cn1c(SCC(=O)N2CCc3ccccc32)nnc1C1CC1	-9	1	0	4	-0.6	2	-5	0	3	4
O=C(CC[C@H]1O[C@@H](n2ccc(=O)[nH]c2=O)[C@H](O)[C@@H]1O)N[C@H](Cc1ccccc1)C(=O)NCC1CCCCC1	-3	3	2	2	-0.5	7	-3	8	-5	.
COc1ccc(Cc2nnc(NC(=O)C(C)C)s2)cc1	9	2	0	-8	0.0	9	4	4	-3	2
CN(Cc1cc2ccccc2[nH]c1=O)S(C)(=O)=O	3	-2	5	-1	-1.1	5	-2	-2	2	-1
CN(C(=O)c1ccc2c(c1)OCO2)C1(C)CCS(=O)(=O)C1 (centres undefined)	2	-1	4	0	-0.6	1	-3	-5	-2	-5
O=C(c1cc(-c2ccccc2)on1)N1CCCCCC1	5	-2	5	-2	0.3	0	6	4	5	-5
O=C(NC1CCCc2ccccc21)c1ccccc1 (centres undefined)	5	2	-1	-1	0.4	-2	-5	-11	-2	-2
CC(Cl)C(=O)N1c2ccccc2CCc2ccccc21 (centres undefined)	16	-3	-4	-5	-0.3	2	1	-2	0	6
CC1Sc2ccc(S(=O)(=O)N3CCC(C(=O)N4CCN(C)CC4)CC3)cc2NC1=O (centres undefined)	-6	0	3	-2	0.0	3	5	-7	-4	1
Cc1nnc(CN(C)C(=O)c2cc(COc3ccc(F)cc3Cl)on2)o1	-6	1	11	-6	-2.7	2	-1	-12	3	-8
COc1ccc(CCNC(=O)c2cc3c(=O)n4ccccc4nc3n(CC3CCCO3)c2=N)cc1 (centres undefined)	19	-1	6	3	-1.4	-4	-5	2	2	-10
COc1ccc(C)cc1NC(=O)CC(NC(C)=O)c1ccccc1 (centres undefined)	-5	7	-2	-5	-2.1	2	2	-1	2	0
CSc1nc(S(=O)(=O)c2ccccc2)c(Cl)s1	-11	-4	0	0	0.0	1	2	2	0	8
Cc1cccc(C(C)C)c1NC(=O)c1c(-c2ccccc2)noc1C	-3	-5	-3	-6	0.1	4	3	-20	-1	-5
COc1ccc(NC(=O)C2CCCN2S(=O)(=O)c2ccc3c(c2)CCC(=O)N3)c(OC)c1 (centres undefined)	2	-4	4	-1	-0.5	0	8	2	7.9*	-1
Cc1cccc(NC(=O)CCN2CC(C)OC(C)C2)c1 (centres undefined)	-8	1	0	-2	-0.7	0	-2	-4	1	0
